# From PubChem
# WT yeast gro inh: growth inhibition of WT yeast, mitochondrial fusion screen; mitochondrial fusion phenotypic screen, WT strain; inhibition, % at 10 µM; hit rate 2.1% among 190,000; AID 1362; in the data active = inhibition above about 58%; tested in S. cerevisiae
# Insulin prom up: MIN6 insulin promoter up-regulation. MIN6 insulin promoter-GFP reporter, high-content imaging; hits give high values. z-score at 5 µM. hit rate 0.3% among 190,000. AID 1625;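 active = z-score above 3 at 5 µM with at least 500 cells counted in the well; inconclusive = wells under 500 cells, flagged as cytotoxic or low count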
# Hep lipid drop: hepatic lipid droplet formation modulation. AML12 mouse hepatocytes, oleate lipid droplets, BODIPY imaging. inhibition, % at 6.5 µM. hit rate 0.4% among 240,000. AID 1656;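 active = lipid droplet intensity inhibited by at least 50%, with more than 500 cells counted; inconclusive = wells with under 300 cells, treated as cytotoxic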
#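 material = mouse AML12 hepatocyte cell line, fixed after treatment | also added = 100 µM oleic acid challenge | doses = compound at 6.5 µM only | schedule = overnight exposure | technique = Image-based BODIPY and DAPI two-channel analysis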
# Dynein cargo inh: blocks dynein driven cargo transport along microtubules. z-score, hits read low. AID 1381. hit rate 0.47% among 220,000. 3617.4 mouse cells, GR-EGFP nuclear translocation imaging; test concentration mostly 20 µM; stimulated with dexamethasone, 1 µM; hits give low values;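 active = plate z-score of nuclear minus cytoplasmic receptor signal below a set negative limit, without overly bright fluorescence or cell loss, cut at about -3.5 in these data, passing the limit was not always enough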;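 also: z-score of nuclear minus cytoplasmic ring GR-EGFP intensity difference per well; some compounds called inactive have numbers as strong as hits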
#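 Buffer or medium: tet-free medium with charcoal-stripped serum / Also added: dexamethasone agonist, 1.0 µM final, for 30 min / Timing: induction 48 h, compound 1 h, agonist 30 min / Measured by: high-content fluorescence imaging after fixation / Read-out: nuclear-to-cytoplasmic GR-EGFP distribution per well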
# MT stabilizer: microtubule stabilizers in HeLa cells | hit rate 0.83% among 200,000 | % tubulin-high responders, % at 10 µM | HeLa tubulin immunostaining HCS, 24 h; share of cells brighter than vehicle mean+2SD;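 active = plate Z-score above 3 for both tubulin-high and condensed-nucleus cell shares, with cell loss under 80%, at 10 µM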;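 also: anti alpha tubulin signal scored within the nucleus-defined area of each cell; some results filed as inactive read as strong as hits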
# ER stress rescue: protection against thapsigargin-triggered cell killing – 384-well, CSM14.1, ATP luminescence, primary screen (AID 1222) | 190,000 tested, under 10 active | CSM14.1 thapsigargin-induced death rescue, ATP luminescence; higher % means a stronger effect | cellular ATP content (survival), % at 20 µM, or EC50 in µM where a hit was titrated;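 active = EC50 below 50 µM in the dose-response confirmation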;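 also: death triggered by thapsigargin at about 15 µM added after 2 h compound pretreatment; cell ATP read after overnight thapsigargin exposure of roughly 18 to 22 hours; normalized against plate controls of thapsigargin alone and 5% DMSO vehicle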
# XIAP displacement: small molecules displacing peptide from XIAP – biochemical, IAP family, fluorescence polarization (AID 1018). XIAP BIR domain, fluorescence polarization peptide displacement; higher % means a stronger effect. displacement, % at 20 µM, or IC50 in µM where a hit was titrated. hit rate 0.007% among 200,000; in the data active = displacement above about 50%; also: a part of the inactive calls stands beside numbers as strong as those of hits
# b-catenin transl: modulators of beta-catenin nuclear translocation; HeLa beta-catenin nuclear translocation, immunofluorescence imaging; nuclear translocation activity, % at 5 µM; hit rate 0.3% among 190,000; AID 1665;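 active = nuclear translocation activity above 50% at 5 µM, with a well cell count of 50 or more; inconclusive = wells under 50 cells across six images, flagged as toxic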;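 also: per-cell ratio of nuclear to cytoplasmic median beta-catenin stain intensity; plate controls were DMSO negative control for no effect and GSK-3 inhibitor IX positive control for full effect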
#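 Signal – beta-catenin immunofluorescence imaging with DAPI · Test system – human HeLa cell line · Dosing – 5 µM primary single dose, 0.1% DMSO, 0.02–20 µM confirmation series · Measure – % activation, nuclear-to-cytoplasmic median beta-catenin signal ratio per cell · Incubation – 24 h compound exposure at 37°C, 5% CO2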
# Autophagy HCS: autophagy modulation, high-content screen. MEF GFP-LC3 puncta imaging; test concentration mostly 10 µM. calls only at 10 µM (by protocol). hit rate 0.98% among 190,000. AID 463193;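 active = percentage of spot-positive cells more than 3 SD above its plate mean, without a fluorescence outlier flag or 80% toxicity; inconclusive = no clear call, values can overlap the other calls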;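 also: spot-positive cell cutoff set from DMSO-treated cells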
# WT yeast gro inh mutant strain: also measured in WT yeast gro inh; calls as there; inhibition, %; mitochondrial fusion phenotypic screen, mutant strain inhibition
# Dynein cargo inh cytoplasmic EGFP: recorded beside Dynein cargo inh, whose call it bears; z-score; measured here: cytoplasmic GR-EGFP intensity; hits give high values
# Dynein cargo inh nuclear GR-EGFP: recorded beside Dynein cargo inh, whose call it bears; z-score; measured here: nuclear GR-EGFP intensity;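 lower value marks the stronger effect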
# Dynein cargo inh cell count: recorded beside Dynein cargo inh, whose call it bears; z-score; measured here: cell count per field
# Insulin prom up cell count: recorded beside Insulin prom up, whose call it bears; cell count; measured here: cytotoxicity, nuclei count;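 total cells summed across four imaged fields per well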
# Hep lipid drop cells 6.5 µM: further read-out of Hep lipid drop, marked with its call; cell count; measured here: cell count, cytotoxicity flag;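 cells counted across two imaged fields per well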
# b-catenin transl cell count 5 µM: second read-out of b-catenin transl, no call of its own (marks repeat the call); cell count; measured here: cell count, cytotoxicity flag
# MT stabilizer Hoechst-high %: second read-out of MT stabilizer, no call of its own (marks repeat the call); % Hoechst-high responders; measured here: nuclear condensation Hoechst responders;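 share of cells brighter than vehicle mean plus two SD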
# MT stabilizer cytotoxicity %: second read-out of MT stabilizer, no call of its own (marks repeat the call); toxicity, %; measured here: cytotoxicity by cell density;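 0% = mean cell density of plate MIN control wells and 100% = no cells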
# Autophagy HCS cell loss 18 h: also measured in Autophagy HCS; calls as there; toxicity, %; measured here: cell loss, nuclei count;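 cell loss after 18 h compound exposure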
# Starred values were filed as active, the others as inactive; i = inactive; ? = inconclusive; . = no result given.
SMILES,WT yeast gro inh,WT yeast gro inh mutant strain,Insulin prom up,Insulin prom up cell count,Hep lipid drop,Hep lipid drop cells 6.5 µM,Dynein cargo inh,Dynein cargo inh cytoplasmic EGFP,Dynein cargo inh nuclear GR-EGFP,Dynein cargo inh cell count,MT stabilizer,MT stabilizer Hoechst-high %,MT stabilizer cytotoxicity %,ER stress rescue,XIAP displacement,b-catenin transl,b-catenin transl cell count 5 µM,Autophagy HCS,Autophagy HCS cell loss 18 h
CC(C)Sc1nnc([C@H](Cc2ccccc2)NC(=O)OC(C)(C)C)o1,.,.,0,1116,1.2,739,-1.61,0.279,-0.731,1.71,.,.,.,.,.,0.4,1413,.,.
COc1ccc(C2C(C#N)=C(N)OC3=C2C(=O)CCC3)c(OC)c1OC (stereo not drawn),5.8,-7.3,0.83,1332,.,.,-0.162,0.025,0.184,-0.615,1.3,1.9,8.7,0.0%,-4.0%,-5.2,937,i,-9.7
CCOc1cc(S(=O)(=O)n2nc(C)cc2C)ccc1F,-11.8,-3.0,0.13,1590,-1.7,639,0.326,-0.17,0.0443,0.927,3.3,2.4,7.5,-1.3%,-9.1%,-0.3,1086,i,7.6
O=S(=O)(c1cccc(S(=O)(=O)N2CCC(N3CCCCC3)CC2)c1)N1CCOCC1,1.0,9.3,-0.33,1334,.,.,-0.922,-0.253,-0.853,0.302,4.3,1.5,2.1,-0.7%,0.9%,1.0,1127,i,6.9
CCC(C(=O)NCc1cccnc1)c1ccccc1 (stereo not drawn),0.6,-2.9,0.35,1546,-1.0,703,-0.556,-0.299,-0.339,0.445,2.9,2.6,10.6,0.3%,11.0%,0.6,1522,i,-3.2
O=C(Nc1nc2ccccc2n1CCN1CCOCC1)c1ccc(COc2ccccc2Br)o1,22.2,12.7,-3.48,1332,1.8,693,1.75,-0.199,1.29,-1.05,4.2,1.7,7.8,-2.5%,-5.7%,-2.1,1047,i,4.2
Oc1cccc2ccc(Nc3ccccn3)nc12,-12.7,-11.0,-5.7,784,9.0,723,2.38,6.61,2.61,-4.06,26.8,5.1,27.9,1.9%,-1.9%,.,.,?,.
O=C(O)c1csc(-c2cccs2)n1,4.4,-17.1,-0.52,1515,0.6,654,0.639,-0.245,0.438,0.15,3.5,2.7,11.5,-0.9%,-4.2%,-1.8,1128,i,-15.3
COCCCN1C(=O)C(=O)/C(=C(/O)c2ccc(C)cc2)C1/C=C/c1ccccc1 (stereo not drawn),-10.6,9.6,-0.79,1103,-2.4,634,0.493,-0.277,0.52,-0.187,3.1,2.8,6.1,-0.5%,-4.8%,-4.3,1144,i,-0.8
CCOc1ccc(C(=O)N/N=C/c2ccccc2[N+](=O)[O-])cc1,-10.1,6.9,0.41,1371,1.7,735,-0.934,-0.291,-0.643,0.678,6.2,2.7,3.6,-9.3%,-12.4%,.,.,i,10.3
Cc1cc(C)c2c(=O)[nH]c(SCc3ccc([N+](=O)[O-])cc3)nc2n1,-3.8,0.9,-0.29,1231,1.4,679,-0.000138,-0.291,0.135,0.16,3.1,2.7,5.0,10.6%,-5.7%,0.9,1137,i,0.9
Cc1ccc(NC2=CC(=O)CC(c3ccc(Cl)cc3)C2)cc1 (stereo not drawn),24.3,6.1,-0.41,1262,-15.5,693,0.236,-0.203,0.164,-0.274,4.3,2.0,0.1,-1.9%,-8.9%,-0.1,902,i,-6.7
O=C1c2ccc(Oc3ccc([N+](=O)[O-])cc3)cc2C(=O)N1c1ccncc1,-7.0,-7.6,0.33,1363,-18.2,764,0.111,-0.117,0.301,1.01,3.0,1.0,5.8,-9.7%,-5.5%,-0.7,1092,i,-14.3
CC(NS(=O)(=O)c1ccc2c(c1)OCCCO2)C(=O)O (stereo not drawn),2.3,7.5,0.87,1437,10.9,704,1.14,-0.0959,0.733,-1.23,2.2,2.1,7.1,0.0%,-4.8%,-1.1,1087,i,2.2
CCn1c2ccccc2c2nnc(SCC(N)=O)nc21,35.9,36.0,0.07,1080,-1.0,768,-0.468,-0.222,0.355,1.29,3.7,1.2,6.3,-2.8%,-4.9%,-3.3,904,i,-11.5
COCc1nnc(NC(=O)c2cccc(NC(=O)C(C)C)c2)s1,11.6,7.7,0.06,1406,3.0,698,0.771,-0.0918,0.33,-1.53,0.8,1.2,8.1,1.8%,-1.4%,-0.7,1044,i,4.8
Cc1ccc2nc(SCC(=O)Nc3ccc4sc(C)nc4c3)c(C#N)cc2c1,21.3,11.8,1.32,1784,11.6,573,0.18,-0.386,0.31,0.125,2.7,9.1,7.8,-0.6%,-9.1%,-0.6,1043,i,-1.6
O=C(CCc1ccccc1)NCCc1nc2ccccc2[nH]1,-10.1,-10.0,-0.15,1246,6.1,700,0.068,-0.174,0.152,-0.879,2.9,3.2,6.3,-0.4%,-5.9%,-3.0,1137,i,1.5
Cn1cc(CN2CCC[C@H]2CO)c(-c2cccc(Cl)c2)n1,-3.4,-11.2,0.05,1442,3.4,625,-0.14,-0.316,0.413,0.486,1.9,1.6,4.5,-0.9%,-3.4%,2.4,971,i,23.8
CCC(=O)Nc1ccc2c(c1)nc1n2CCSC1,-8.1,-12.2,-0.06,1447,.,.,-0.739,-0.381,-0.332,0.0425,1.6,3.1,4.3,-0.6%,-5.5%,-4.8,997,i,-1.0
COc1cccc(-c2nc(CS(=O)CC(=O)NC3CCCC3)c(C)o2)c1 (stereo not drawn),1.8,-3.0,0.9,723,.,.,-1,-0.152,-0.435,0.29,6.8,3.3,3.1,0.2%,-23.1%,.,.,i,4.4
CCCCN(CC)S(=O)(=O)c1ccc(C(=O)N=c2sc3cc(NC(C)=O)ccc3n2C)cc1,4.5,-6.3,?,.,-5.5,515,0.633,-0.184,0.24,-0.323,2.9,2.3,8.1,-2.5%,1.0%,1.7,1085,i,-2.2
Cc1cc(N2CCCC2)ccc1/C=N/n1cnnc1,-4.0,-3.9,-1.29,951,5.5,690,-1.09,0.0644,-0.308,1.51,2.1,1.3,9.1,-3.4%,-6.4%,10.9,813,i,-9.4
Cc1ccc2cc(/C=N/NC(=O)CN3CCCCC3)c(Cl)nc2c1,-9.3,-10.6,0.35,1255,1.1,661,-0.547,-0.352,0.0754,1.04,2.0,2.2,1.7,-1.1%,-3.2%,-1.4,1068,i,-9.9
CCn1c(-c2ccsc2)nc2c1c(=O)[nH]c(=O)n2Cc1ccccc1,-20.6,-3.6,0.72,1212,.,.,-0.828,-0.152,-0.252,0.255,2.7,2.8,9.7,-1.6%,-4.2%,-4.2,896,i,-3.6
Cc1ccc(S(=O)(=O)N2CCC(C(=O)N3CCC[C@H]3C(=O)NCc3ccccc3)CC2)cc1,8.6,16.9,-0.08,1210,1.5,723,-0.568,-0.0523,-0.0449,0.496,3.1,1.9,10.6,-1.6%,-2.8%,2.8,904,i,6.0
CCOC(=O)C1CCN(Cc2oc(CO)cc(=O)c2O)CC1,-4.5,-11.2,.,.,17.8,778,0.00198,-0.0978,0.183,-0.141,1.7,1.5,8.6,-0.2%,-3.9%,.,.,i,-5.4
Cc1ccc(S(=O)(=O)/C(C#N)=C/c2c(N3CCN(C)CC3)nc3c(C)cccn3c2=O)cc1,2.8,15.3,0.25,1487,.,.,-0.931,-0.278,-1.05,0.137,5.4,3.3,5.4,1.2%,-4.6%,-2.8,1006,i,-10.7
CNS(=O)(=O)c1cc(O)c2c(S(=O)(=O)NC)cccc2c1,1.4,4.8,-0.21,1255,11.4,779,-0.0902,-0.238,0.723,1.08,3.1,1.7,1.0,0.9%,-2.5%,-3.3,1211,i,-6.3
O=C(O)CCN1C(=O)c2ccc(NC(=O)CSc3ccccc3)cc2C1=O,-2.6,1.2,1.17,1354,7.8,670,-0.252,0.0873,-0.229,-0.789,3.0,3.2,1.0,-3.4%,-4.7%,-0.8,925,i,-12.5
CC(c1ccccc1)N1CC(C(=O)N2CCN(c3ccc(F)cc3)CC2)CC1=O (stereo not drawn),2.9,14.5,0.2,1359,2.7,758,0.0554,-0.0922,0.308,0.951,2.8,1.5,6.2,1.4%,-4.1%,-0.9,1210,i,2.5
O=C(NCc1cccnc1)/C(=C/c1ccccc1)NC(=O)c1ccccc1,1.8,10.3,0.25,1571,-0.1,741,1.2,-0.366,0.0152,0.496,2.2,0.7,0.7,1.0%,-4.1%,1.0,1489,i,-5.0
CCC(=O)N(Cc1ccco1)Cc1cc2cc3c(cc2[nH]c1=O)OCO3,-14.0,-16.5,0.1,1342,-12.3,716,0.502,-0.356,0.655,0.618,3.0,1.2,5.2,-2.4%,-3.2%,-1.8,1078,i,8.9
Cc1nc(NNC(=O)c2ccc(Cl)cc2Cl)cc(-c2ccccc2)n1,-8.1,2.7,-1.02,977,-7.2,752,-0.548,-0.335,-0.284,-0.016,0.9,1.7,21.8,-1.4%,-2.2%,-0.1,1160,i,-6.4
